Compound activity from PubChem BioAssay.
CFTR F508del cor – F508del CFTR correction, initial screen, CFBE line, single point; activity (quench increase), % at 7.58 µM; CFBE cells, YFP halide quenching; stimulated with forskolin plus potentiator P3; % fluorescence drop versus neutral controls; 350,000 tested, 0.36% active;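 active = mean added fluorescence quench of at least 8% versus neutral control, with both replicates also reaching 8%; inconclusive = only one of the mean or replicate conditions met; inactive = mean below 8% and not both replicates reaching 8%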;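 also: cells transiently co-express mutant CFTR-F508del with the halide-sensitive YFP; corrector assay measuring rescue of mutant channel to the surface after 24 h compound exposure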
Cneo AK release – Cryptococcus neoformans cell lysis inducers, primary screen, AK release luminescence, single concentration. C. neoformans lysis, adenylate kinase release luminescence, 4 h; normalised: neutral wells 0, clomiphene wells 100. 360,000 tested, 0.2% active. lysis activity, % at 15 µM;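 active = mean lysis activity across replicates of at least 80%, whatever share of replicates individually reach that level; inactive = mean lysis activity below 80%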
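Assay system: Cryptococcus neoformans yeast cells / Dosing: single-point compound dose / Timing: 4 h at 37 °C static, read 1 h later / Measured by: luminescence of released adenylate kinase using an AK detection reagent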
PGC1a acetyl inh – inhibitors of PGC1a acetylation signal, primary screen, cell-based, U2OS, AlphaScreen, inhibitor mode. 350,000 tested, 0.17% active. AID 651687, 2012. AlphaScreen anti-acetyl-lysine; with virally co-expressed GCN5 acetyltransferase. inhibition, % at 15.6 µM;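 active = every replicate shows inhibition of at least 40%; inconclusive = mean inhibition at least 40% but some replicate below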;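 also: 0% = neutral control wells and 100% = positive control wells; some results beyond the cut were filed as inactive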
GSIS activator – GLuc luminescence reporter in INS-1E cells, primary screen for activators of glucose-dependent secretion of insulin. INS-1E GLuc reporter insulin secretion, 2-3 h. 370,000 tested, 0.61% active. activation, % at 16.6 µM. AID 743287, 2014;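 active = lowest replicate activation of at least 40%, so every replicate reaches that level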;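 also: 0% = median of neutral control wells and 100% = median of IBMX positive control wells; some compounds called inactive have numbers as strong as hits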
Statin myotox sup – suppressors of statin myotoxicity in C2C12 myotubes, primary screen, cell-based, single point, plate reader | AID 602340, 2012 | C2C12 myotubes + simvastatin, ATP luminescence, 48 h; scaled: DMSO 0, geranylgeraniol control 100 | rescue of ATP level, % at 7.49 µM | 330,000 tested, 0.78% active;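 active = mean ATP rescue above about 67%, or every replicate alone reaching that limit, limit read from the data, passing the limit was not always enough; inconclusive = no clear call, values can overlap the other calls; inactive = mean under the limit and some replicate under it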;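 also: myotubes were challenged with 10 µM simvastatin during compound exposure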
PglD inh – C. jejuni PglD acetyltransferase inhibitors, primary screen, biochemical, DTNB colorimetric, single point; UDP-N-acetylbacillosamine N-acetyltransferase PglD (Campylobacter jejuni); purified PglD enzyme, DTNB colorimetric CoA detection; inhibition, % at 12.5 µM; 360,000 tested, 0.098% active; in the data active = inhibition above about 16%, passing the limit was not always enough; inconclusive = no clear call, values can overlap the other calls; also: strong numbers were not always called active
miR122 inh – miR-122 Renilla sensor signal increase in Huh7, primary screen, miR-122 inhibitor project, cell-based, single point, plate reader; Huh7 miR-122 Renilla luciferase sensor, 48 h; neutral wells = 0, positive control = 100; activation (reporter increase), % at 12.5 µM; 340,000 tested, 0.3% active;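 active = mean replicate activation score at least 90 and every replicate individually at or above 90; inconclusive = only one of the two criteria met; inactive = neither criterion met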;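 also: higher luciferase means less miR-122 activity so hits act as miR-122 inhibitors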
FN deposition inh – inhibitors of fibronectin matrix deposition, primary screen, AH1F cells, Alexa488-fibronectin fluorescence, plate reader; AH1F fibroblasts, overnight; inhibition, % at 12.6 µM; 350,000 tested, 0.086% active;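 active = mean inhibition across replicates of 30% or more, regardless of how many single replicates reach that level; inconclusive = mean under 30% yet at least half of replicates reach 30%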;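 also: positive control wells lacked labelled fibronectin entirely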
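material = AH1F fibroblast monolayer depositing Alexa488-labelled fibronectin into matrix | amount = 10000 AH1F cells/well | buffer or medium = DMEM plus 2% serum, read in PBS | incubation = 1 h cell adhesion before compound, then overnight fibronectin incubation | detection = fluorescence at 485 nm excitation, 525 nm emission | evaluation = percent inhibition as loss of matrix-bound fibronectin fluorescence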
* = called active by the depositor; u = inconclusive; x = no result given; [ ] = another dose, or the depositor's remark. Outcome played no part in choosing rows. About 2.1% of those tested had a hit in this group.

Every second line gives: CFTR F508del cor, Cneo AK release, PGC1a acetyl inh, GSIS activator, Statin myotox sup, PglD inh, miR122 inh, FN deposition inh
- Cc1ccc(NC(=O)C(c2ccccc2)c2ccccc2)nc1
 : -0.5, 7, -4, -19, 3, -1, 1, -4
- CCOC(=O)N/N=C/c1ccc(N2CCOCC2)s1
 : x, -2, -2, 0, x, 2, -5, 9
- COc1ccc(CCNC(=O)CC(C)S(=O)(=O)c2ccc3c(c2)NC(=O)CO3)cc1OC (stereo unspecified)
 : -1.0, x, -4, -3, 6, x, -7, -14
- C[C@@H]1CCCCO[C@H](CN(C)C(=O)C2CCCCC2)[C@H](C)CN([C@H](C)CO)C(=O)c2cc(NS(C)(=O)=O)ccc2O1
 : 1.2, 0, 0, -9, 13, 1, 25[16.7 µM], x
- CN(C)C(=O)COc1ccc(Br)cc1
 : x, 1, 1, 14, x, -2, -4, -5
- CN(C[C@@H]1[C@@H](c2ccccc2)[C@H](CO)N1CC1CC1)C(=O)c1ccc(F)cc1
 : -3.5, 2, 4, 11, 7, 5, 0[16.7 µM], 4
- C/C(=N\Nc1cc(C)nc(NCc2ccccc2)n1)c1ccc([N+](=O)[O-])cc1
 : 2.2, 5, 15, -2, x, -11, -4, 10
- CCc1nc(SCC(=O)Nc2c(C)n(C)n(-c3ccccc3)c2=O)n[nH]1
 : x, 2, 35, x, x, 2, -7, x
- CCN(CC)C(=O)c1sc2[nH]c(=S)n(-c3ccccc3)c(=O)c2c1C
 : -2.9, -1, 0, 2, 18, -2, x, x
- CCCNC(=O)Nc1ccc2c(c1)OC[C@H](C)N(C(=O)C1CCCCC1)C[C@H](C)[C@H](OC)CN(C)C2=O
 : -0.8, -2, x, -2, -8, -3, 2[16.7 µM], -2
- COc1ccc(NC(=S)N2CCC3CC2c2c(Cl)cccc23)c(OC)c1 (stereo unspecified)
 : 0.5, 7, -12, x, 0, 2, 75, -5
- O=C(c1cccc(F)c1)N1CCN(C(=O)C2CC2)CC1
 : x, 1, x, x, x, 4, 17, 8
- Cc1c(NC(=O)CSc2ncnc3c2cnn3-c2ccccc2)c(=O)n(-c2ccccc2)n1C
 : 2.5, 0, -9, 10, 8, 8, -7, -6
- COc1ccc(CC(=O)OCC(=O)NC2CCCCC2)cc1
 : -0.9, 1, x, x, -2, -3, x, -3
- O=C(Oc1ccc(-c2nc(-c3ccccn3)no2)cc1)c1ccccc1
 : x, -4, -3, x, -87, 11, 2, -4
- O=S(=O)(NCCc1nc2ccccc2[nH]1)c1ccccc1
 : 0.4, 1, 13, 7, 12, 0, 1, -3
- O=C(CN1CCCCCC1)Nc1ccc(Cl)cc1F
 : 0.0, 2, x, -5, 0, 1, 0, -3
- CCC(C(=O)NC1CCCCC1)n1c2ccccc2c2nc(=O)cc(C)n21 (stereo unspecified)
 : 2.2, 16, -14, 11, u, 2, 2, 2
- COc1ccc(Sc2ccccc2CN(C)C)cc1OC
 : x, -1, -3, x, 2, 2, 13, x
- COC(=O)c1cc(-c2cccs2)nn1-c1ccccc1
 : 1.3, x, -1, 44, x, x, x, 1
- COc1ccc(NC(=O)NNC(=O)COc2cc(C)c(Cl)c(C)c2)c(OC)c1
 : -1.6, 2, -3, 7, x, -2, x, x
- O=C(CCNS(=O)(=O)c1ccc2c(c1)CCC(=O)N2)NCc1ccc2c(c1)OCO2
 : x, -6, -18, x, -3, 0, 4, -12
- COc1ccc(CCNC(=O)C2CCN(S(=O)(=O)c3ccc(NC(C)=O)cc3)CC2)cc1OC
 : -1.1, -1, 10, 5, -3, -2, -14, -2
- CCCCOc1ccc(C(=O)NCCc2ccccc2)cc1
 : 0.2, -3, x, -5, -18, -7, -2, -1
- O=C(NN=Cc1ccc(F)cc1)c1cccc(S(=O)(=O)N2CCCC2)c1
 : 2.8, -1, -7, 15, 4, 3, x, 1
- COc1cnc(N(C)C)nc1Sc1ccc(Cl)cc1
 : x, -2, -9, x, 104*, 0, 4, 8
- Cc1ccc(S(=O)(=O)N2CCN=C2SC(C)c2ccccc2)cc1 (stereo unspecified)
 : 0.6, -7, x, -3, -11, -4, x, 3
- Cc1cc(=O)oc2cc(OCc3ccc(S(=O)(=O)N4CCOCC4)cc3)ccc12
 : x, 0, 3, -18, 5, 2, x, x
- C[C@H](CO)N1C[C@H](C)[C@H](CN(C)C(=O)c2cccc(F)c2)Oc2ncc(-c3ccncc3)cc2C1=O
 : -3.3, 1, -6, -1, 35, 1, -10[16.7 µM], x
- CCCNNC(=O)C(O)(c1ccccc1)c1ccccc1
 : x, 4, -5, 37, -8, 2, -3, -9
- Cc1ccc(/C=C/c2nnc(-c3cccc(C)c3)o2)cc1
 : 0.5, 3, 4, 0, 1, 2, 3, x
- Cc1ccc(OCCC(=O)OC(C)C(=O)Nc2c(C)n(C)n(-c3ccccc3)c2=O)cc1 (stereo unspecified)
 : 2.8, -1, x, 10, -1, -2, x, -1
- CC(=O)Nc1cccc(NC(=O)C2CCCN2C(=O)Nc2ccc(Cl)cc2)c1 (stereo unspecified)
 : x, 1, 2, -5, 13, -4, -3, 7
- Cc1ccc(C(=O)C2CC2)c(C)c1
 : 4.8, 1, 7, x, -3, -1, x, -3
- CCc1ccc(Nc2n[n+](-c3ccccc3)c(-c3c(Cl)cccc3Cl)s2)cc1
 : 7.9, 1, x, 2, -226, -2, x, 2
- CN(C)c1ccc(CN2CCCCC2)cc1
 : x, 0, 4, x, -5, -1, -2, x
- COc1ccccc1-c1nnc(NC(=O)C2CCCN2S(=O)(=O)c2cccs2)o1 (stereo unspecified)
 : 1.3, -1, -12, -13, -4, -2, 3, x
- Cc1ccc(-c2nn(CCC(=O)NN3CCOCC3)c(=O)c3ccccc23)cc1
 : 0.7, 0, 5, -6, x, -1, -5, 11
- Cc1cccc(-n2c(-c3csc(C)c3C)n[nH]c2=S)c1
 : x, -1, 2, 20, 1, -1, -7, -12
- Cc1ccc(C(=O)CSc2nnc(COc3cccc(C)c3)o2)cc1
 : x, x, 5, x, -8, -2, 3, 5
- O=C(NC1CCCC1)C1CCCN(S(=O)(=O)c2ccc(F)cc2)C1 (stereo unspecified)
 : -1.3, 15, x, 4, -3, -2, -7, 2
- O=C(Nc1ccc2c(c1)OCCO2)C1c2ccccc2C(=O)N2CCc3ccccc3C12 (stereo unspecified)
 : -0.2, 3, -3, -13, 5, 6, 1, -3
- COC(=O)c1ccc(N2C(=O)c3cc(N4CCOCC4)c([N+](=O)[O-])cc3C2=O)cc1
 : x, 3, x, 21, 6, -2, -2, 3
- O=C(NNC(=O)c1cc(-c2ccc(Br)cc2)nc2ccccc12)c1csc(N2CCOCC2)n1
 : 1.2, 0, -2, x, -13, -6, 0, 1
- COc1ccc(NC(=O)c2cc(C3CCCCN3C(=O)c3ccccc3)on2)c(C)c1 (stereo unspecified)
 : -2.0, 4, 13, x, -2, -1, -4, 3
- COc1ccc(CN(C)C(=O)c2cc(-c3ccc(OC)c(OC)c3)nc3ccccc23)c(OC)c1
 : 2.6, -1, -2, 58*, x, 2, 2, 7
- C[C@@H]1CN([C@H](C)CO)C(=O)c2cc(-c3cccnc3)cnc2O[C@H]1CN(C)C
 : 0.4, 41, 5, 9, 7, 3, 10[16.7 µM], -29
- CCN(CC)c1ccc(C(=O)OCC(=O)NCC2CCCO2)cc1 (stereo unspecified)
 : x, -1, 6, x, -1, -3, 13, -16
- Cc1cccc(NS(=O)(=O)c2ccc(C)c(C(=O)N(C)C)c2)c1
 : -0.6, 0, x, -2, -4, 3, x, 1
- Cc1ccc(CNC(=O)COC(=O)C2CC2)cc1
 : 2.2, 2, x, -5, 3, -4, x, -4
- CCCN(CC(=O)Nc1ccc(C)cc1Br)CC(=O)Nc1ccc(F)c(F)c1F
 : x, 1, -17, -15, x, 2, 0, -9
- O=c1c2ccccc2nc(/C=C/c2cccnc2)n1CCc1ccccc1
 : -33, -8, 3, -22, x, 6, -2, 8
- Cc1cc(C)n2cc(CSC3=NCCS3)nc2n1
 : x, 1, -9, x, 3, 1, -2, x
- COC(=O)C1CSC(C(=O)OC)N1C(=O)Nc1ccc(Cl)cc1 (stereo unspecified)
 : x, 3, 7, x, -5, -7, -4, x
- CSc1cccc(NC(=S)N2CCCN(Cc3cccc(Cl)c3)C2)c1
 : -0.7, -3, -18, x, x, 2, 1, 5
- CC1C(=O)C(C)C(c2cccs2)NC1c1cccs1 (stereo unspecified)
 : x, -1, -3, x, -12, 0, -4, -1
- CCOC(=O)c1c(NC(=O)CSc2nnnn2C)sc(C)c1-c1ccc(C)cc1
 : x, -3, -9, 2, -17, -1, -6, -3
- Cc1cc(Br)c(NC(=O)C(C)Sc2nnnn2C)c(Br)c1 (stereo unspecified)
 : 12*, 1, x, -18, 1, 2, x, 8
- CO[C@H](CN(C)Cc1cc(F)ccc1F)[C@H](C)CN([C@@H](C)CO)S(=O)(=O)c1ccc(C)cc1
 : 0.7, 13, 1, -25, -6, 3, x, 4
- O=C(Nc1cnc2sccn2c1=O)c1ccc(Cl)cc1Cl
 : x, 4, 4, 9, 17, 6, -3, -5

Next part:
Every second line gives: CFTR F508del cor, Cneo AK release, PGC1a acetyl inh, GSIS activator, Statin myotox sup, PglD inh, miR122 inh, FN deposition inh
- Cc1[nH]n(C)c(=O)c1[N+](=O)[O-]
 : 0.7, x, 5, 13, -2, x, -3, 9
- COc1cccc(C2CCCN2Cc2nc(CCC(C)C)no2)c1 (stereo unspecified)
 : 0.1, -1, 7, -30, -1, 4, -3, -6
- COCCN(C(=O)CSc1nnc(-c2ccco2)n1C)c1c(N)n(CC(C)C)c(=O)[nH]c1=O
 : 0.1, 3, 5, 4, -1, -3, x, 1
- O=C(NC(CC(=O)N1CCN(c2ccccc2)CC1)c1ccccc1)c1ccccc1 (stereo unspecified)
 : 1.3, 6, -14, -35, 10, -3, -2, x
- CC(=O)NC(CC(C)C)C(=O)O (stereo unspecified)
 : 0.0, 1, 7, -1, -2, 0, -4, 8
- Cc1cc(=O)[nH]c2c1c(C)nn2C1CCOC(C)(C)C1 (stereo unspecified)
 : x, 1, 1, x, 2, -2, -1, x
- Cc1nc(OCC(=O)c2ccc(Cl)cc2)c(C#N)c2c1COC(C)(C)C2
 : x, -2, -9, x, -19, 0, 0, x
- COc1ccc(NC(=O)C2c3cc(OC)c(OC)cc3C(=O)N(C)C2c2cccnc2)cc1OC (stereo unspecified)
 : x, -6, 7, x, 2, 3, 8, 3
- C[C@@H]1CN([C@@H](C)CO)C(=O)c2cc(NS(=O)(=O)c3ccc(F)cc3)ccc2O[C@@H](C)CCCCO[C@H]1CN(C)C(=O)C1CCCCC1
 : -2.5, -7, -4, -8, x, -2, 5[16.7 µM], -2
- CCOc1ccc(NC(=O)CN(C)C(=O)CSc2ccccc2)cc1OCC
 : -0.9, x, -19, 2, -1, 3, 5, -1
- C[C@@H]1CN([C@H](C)CO)C(=O)c2cccc(NS(=O)(=O)c3ccc(F)cc3)c2O[C@H]1CN(C)C(=O)Nc1ccc(F)cc1
 : 0.0, -4, 5, -10, 38, -4, 4[16.7 µM], x
